High-throughput results (PubChem)
All columns: NCI-60 one-dose screen, growth in % after 48 h at 10 µM unless noted; 100 = growth as untreated, 0 = no growth, -100 = all killed.
U251 = U251 CNS tumor cells. 80,000 compounds, 5.4% hits
ACHN = ACHN renal cancer; 81,000 compounds, 4.9% hits
UO-31 = UO-31 renal cancer. 81,000 compounds, 5.2% hits
RXF 393 = RXF 393 renal cancer cells. 77,000 compounds, 6.9% hits
TK-10 = TK-10 renal cancer cells; 81,000 compounds, 3.9% hits
786-0 = 786-0 renal cancer cells; AID 1794775; 81,000 compounds, 5.1% hits
CAKI-1 = CAKI-1 renal cancer; AID 1794772; 75,000 compounds, 4.7% hits
A498 = A498 renal cancer cells; AID 1794774; 76,000 compounds, 5.4% hits
SN12C = SN12C renal cancer cells; 81,000 compounds, 3.8% hits
Starred values were filed as active, the others as inactive; x = no result given. Rule for the calls: active = growth percent below 10; inactive = the rest.

Under each structure – U251	ACHN	UO-31	RXF 393	TK-10	786-0	CAKI-1	A498	SN12C
> CSc1nnc(-c2cc(-c3ccccc3)nc3ccccc23)o1
 : 56	83	57	34	82	22	100	58	86
> Cc1nn(C)c2ncnc(Nc3ccccc3Cl)c12
 : 100	104	100	125	104	98	94	82	100
> CCN1CCN(c2ccc(NC(=O)Nc3ccc4c(c3F)CCN4c3ccnc(C(=O)NC)c3)cc2C(F)(F)F)CC1
 : -94*	55	85	-93*	118	-96*	-88*	142	104
> N#CC(NS(=O)(=O)c1ccc(Cl)cc1)=C(Cl)Cl
 : 95	100	92	124	76	102	x	104	107
> O=C(NCCNc1nccc(-c2c(-c3cccc(F)c3)nc3sccn23)n1)c1ccccc1
 : 59	29	23	61	73	47	36	x	48
> COC(=O)C1(C)COP(=O)(Nc2ccc(OC)cc2)OC1 (stereo not drawn)
 : 104	104	83	113	108	99	99	101	102
> Nc1nc(-c2cccc([N+](=O)[O-])c2)c(N=Nc2cccc([N+](=O)[O-])c2)s1
 : -43*	11	14	-64*	7.2*	-70*	34	x	22
> COc1ccc(C(=S)N2CCN(c3ccc(C)cc3)CC2)cc1
 : 110	103	90	108	92	99	90	89	95
> Cc1noc2c(Cc3ccc([N+](=O)[O-])cc3)nn(CC(=O)N/N=C/c3ccc(F)cc3)c(=O)c12
 : 94	74	73	x	112	51	85	134	93
> O=C(CC(c1ccccc1)C(C(=O)O)C(=O)O)c1ccccc1 (stereo not drawn)
 : 105	105	93	114	100	93	97	102	101
> COc1ccc(-c2nnc(/N=C3/C(=O)Nc4ccc(Br)cc43)o2)cc1
 : 107	94	81	112	143	103	89	92	107
> NS(=O)(=O)c1ccc(Nc2nc(NNC(=O)CBr)nc(Nc3ccccc3)n2)cc1
 : 100	90	70	114	122	101	84	111	104
> COc1ccc2c(c1)c(-c1nc(-c3c[nH]c4ncccc34)cs1)cn2CCCN1CCCCC1
 : -18*	22	37	36	77	-75*	x	66	58
> Cc1cc(NC(=O)c2cccc(C(F)(F)F)c2)n(-c2nc(-c3ccc4c(c3)OCO4)cs2)n1
 : 94	85	79	119	122	97	97	102	92
> Cc1ccc(S(=O)(=O)NC(=O)CCC(=O)Nc2ccc(S(N)(=O)=O)cc2)cc1
 : 102	105	89	130	92	101	97	101	101
> c1ccc(CCN(CCc2ccccc2)CCN(CCc2ccccc2)CCc2ccccc2)cc1
 : 86	77	51	81	86	78	69	99	67
> C#CCN1C(=O)/C(=c2\sc3n(c2=O)C2C(NN=3)N(CC)C(=O)N2CC)c2ccccc21 (stereo not drawn)
 : 11	20	40	x	40	12	24	-34*	32
> COC1=C(NC2CCCCC2)C(=O)C(OC)=C(NC2CCCCC2)C1=O
 : 122	119	112	122	105	111	94	101	95
> CCOC(=O)/C=C/c1cccc2c1C(=O)NC(C)(c1cc3cc(Br)ccc3oc1=O)N2 (stereo not drawn)
 : 47	28	20	36	58	59	20	60	53
> COc1ccc2c(c1)c(-c1nc(-c3ccc4ccccc4c3)cs1)cn2C
 : 91	87	71	69	102	75	84	87	94

(listing goes on)
Under each structure – U251	ACHN	UO-31	RXF 393	TK-10	786-0	CAKI-1	A498	SN12C
> Cc1n[nH]c(=S)n1C
 : 95	96	85	118	90	106	97	90	100
> CCCCNc1ccc(Nc2ccccc2)cc1
 : 35	78	87	84	74	93	95	83	72
> Nc1ccc(I)c(Cl)c1
 : 100	101	87	131	118	103	88	95	107
> O=C(N/C(=C\c1ccc(/C=C(\NC(=O)c2ccccc2)C(=O)N2CCCCC2)cc1)C(=O)N1CCCCC1)c1ccccc1
 : 101	99	83	114	102	101	90	78	100
> O=C1/C(=C/c2cccs2)SC(=S)N1CC(=S)C1CCS(=O)(=O)C1 (stereo not drawn)
 : 64	109	83	103	122	109	85	120	86
> CN(C)c1ccc(C2C3CSCN3[C@@]3(C(=O)Nc4ccccc43)C2C(=O)c2nc3ccccc3[nH]2)cc1 (stereo partly drawn)
 : 103	99	73	100	111	103	86	x	94
> CCCCCCCN(CCCCCCC)CC(O)c1ccc2cc(Cl)c3ccccc3c2c1 (stereo not drawn)
 : 90	71	72	x	102	90	87	71	95
> O=C(O)c1ccc(-c2nn(-c3ccc(C(=O)O)cc3)cc2/C=N/NC(=O)c2ccc(O)cc2)cc1
 : 105	100	71	104	96	96	92	88	95
> CC(C)(C)C(=O)C(O)C(C)(C)C (stereo not drawn)
 : 93	105	92	112	92	97	91	93	105
> COc1cccc(Cn2cc3c(c2)-c2onc(CN4CCOCC4)c2CC3)c1
 : 103	104	94	119	91	95	98	91	98
> O=C(/C=C/c1cccc(Br)c1)c1ccc(Nc2nc(N3CCCCC3)nc(N3CCCCC3)n2)cc1
 : 99	107	93	109	102	99	101	92	102
> c1cc2[nH]snc2c2nc(-c3nc4ccc5[nH]snc5c4n3)nc12
 : 95	90	66	98	105	107	99	87	91
> COC(=O)CC[C@@H](C)[C@H]1CC[C@H]2C3CC[C@@H]4C[C@@H]5CC[C@]4(C)[C@@]3(O5)[C@H](Br)[C@@H](Br)[C@]12C (stereo partly drawn)
 : 89	97	94	x	98	93	80	x	98
> COc1ccc([N+](=O)[O-])cc1I
 : 103	97	93	102	97	111	102	80	97
> O=C1NC(=S)S/C1=C/c1ccc2c(c1)OCO2
 : 110	107	74	96	110	93	101	91	97
> Cc1cc2nc3c(=O)[nH]c(=O)nc-3n(CC=O)c2cc1C
 : 103	105	106	x	111	105	65	116	98
> Cc1[nH]c(/C=C/C(=O)c2ccccc2)c(C)c1C(=O)NCC(F)(F)F
 : 102	105	87	78	86	91	86	64	97
> CC(=O)c1ccc(NCc2nnc3n(Cc4ccccc4)c(=O)c4c5c(sc4n23)CCCC5)cc1
 : 104	103	69	80	103	100	94	113	110
> CCCCCOC(=O)N1CCCC1
 : 107	119	101	124	112	111	103	116	108
> C=C1C(=O)O[C@H]2[C@H]1CC/C(C=Nc1ccncc1N)=C\CC[C@@]1(C)O[C@@H]21
 : 94	94	100	112	87	91	94	107	97

(cont.)
Under each structure – U251	ACHN	UO-31	RXF 393	TK-10	786-0	CAKI-1	A498	SN12C
> NNC(=O)C(c1ccccc1)c1ccccc1
 : 97	93	85	99	107	110	89	54	101
> CCCC(CCC)(C[N+](=O)[O-])C[N+](=O)[O-]
 : 108	99	95	108	103	97	93	99	96
> C[C@@H]1C=C[C@@H]2C[C@H](CO)CC[C@H]2[C@@H]1C(=O)O
 : 97	113	94	102	104	95	103	98	96
> CC(=O)C1C2(O)OC(=O)CC2=C2C(=O)OC(=O)C2C1(C)O (stereo not drawn)
 : 98	112	91	116	97	102	x	84	99
> COc1cc(-c2nc(-c3nnc(-c4ccccc4F)o3)c3ccccn23)cc(OC)c1OC
 : 96	70	58	76	94	98	83	85	89
> c1ccc2oc(Sc3ncnn3-c3nc4ccccc4o3)nc2c1
 : 104	105	91	106	139	111	101	98	93
> NCc1nnnn1-c1cccc(Br)c1
 : 100	101	81	99	99	98	90	123	107
> Cc1ccc2c(c1)/C(=N/c1nnc(Sc3ccccc3)s1)C(=O)N2
 : 89	79	84	114	102	88	52	76	97
> CN(C)c1ccc(C(=O)CCCCCCC(=O)c2ccc(N(C)C)cc2)cc1
 : 100	112	75	103	103	104	x	79	98
> CC(C)=CC(=O)N(C(C)C)C(C)C
 : 98	109	103	114	101	97	x	85	101
> OCCNC(c1ccc(Cl)cc1)C(O)c1ccc(Cl)cc1 (stereo not drawn)
 : 84	96	65	76	84	84	81	85	87
> Nc1c(C(=O)Nc2cccc(Cl)c2Cl)sc2nc3c(cc12)C(=O)CCC3
 : 120	98	79	x	82	92	79	-3.2*	87
> COc1cc(C(=O)NNS(=O)(=O)c2ccccc2)cc(OC)c1OC
 : 105	111	81	127	118	109	108	117	100
> N#Cc1c(-c2ccco2)nc(=S)[nH]c1Cl
 : 96	95	96	110	93	103	102	98	89
> CC(=O)OCC(COC(C)=O)C(C)=O
 : 71	104	77	108	103	110	99	88	100
> COc1ccc(CNC(=O)C2CSC3c4ccccc4C(=O)N23)cc1OC (stereo not drawn)
 : 94	106	94	110	87	107	95	89	101
> COc1ccc2c(c1)sc1nc(-c3ccc(N(C)C)cc3)cn12
 : 98	135	x	114	132	90	86	111	123
> O=C1NC(=S)N/C1=C/c1ccc2c(c1)CCC2
 : 102	105	92	106	108	92	101	77	100
> Cc1cc(N)nc(N)n1
 : 99	107	101	73	100	101	109	105	110
> O=C(N/N=C/c1cccc2ccccc12)N/N=C/c1cccc2ccccc12
 : 100	101	84	106	100	89	x	99	111

More results.
Structure	U251	ACHN	UO-31	RXF 393	TK-10	786-0	CAKI-1	A498	SN12C
CN(C)CC(O)c1cc2ccccc2c2ccccc12 (stereo not drawn)	84	82	66	81	85	85	85	51	85
CNc1nc(-c2ncccc2C)nc2sccc12	98	100	90	97	116	103	x	90	103
COc1cc2ccn(CC(=O)N[C@@H](CC(C)C)B(O)O)c(=O)c2cc1OC	100	106	81	100	110	104	100	92	96
CCOC(=O)C1=C(N)Oc2c(sc3c(CC)cccc23)C1c1ccc(OC)cc1 (stereo not drawn)	100	96	83	97	132	105	92	110	93
CCCCC1=C(Br)C(=O)c2ncccc2C1=O	96	67	88	98	109	93	90	100	93
Cc1cccc(NNC(=S)Nc2ccccc2)c1	112	97	85	116	125	105	92	61	94
Clc1ccc(N2N=C(c3cccc(Nc4ccncc4)c3)CC2c2ccccc2)cc1 (stereo not drawn)	90	95	83	x	106	11	76	85	86
CCOC(=O)C1=C(C(=O)c2ccc(OC)cc2)C(c2cccc([N+](=O)[O-])c2)C(C(=O)c2ccc(OC)cc2)=C(C(=O)OCC)N1	86	99	x	88	99	83	86	97	90
NC(=O)c1nn(-c2ccccc2)nc1N1CCCC1	x	99	94	97	108	95	92	88	99
CC(C)c1c(C(=O)Nc2ccccc2)c(-c2ccccc2)c(-c2ccc(F)cc2)n1CC[C@@H]1CC=CC(=O)O1	x	-28*	-76*	-85*	29	-26*	4.7*	74	-16*
CC(C)C(O)C=O (stereo not drawn)	101	109	95	112	98	102	107	107	99
Cc1nc2ccc(Cl)cc2n1C	100	102	102	101	97	101	101	95	101
Cc1ccc(NC(=O)C(=O)Cc2nc3ccccc3o2)c(C)c1	94	111	96	103	88	88	94	78	102
O=C1C2CC(O)Cc3cc(F)ccc3N2C(=O)CN1CCO (stereo not drawn)	95	110	94	101	90	98	92	97	108
CCc1ccc(SC2c3cc(OC)ccc3Oc3nc(N)c(C#N)c(N)c32)cc1 (stereo not drawn)	-13*	3.7*	4.2*	-62*	-50*	-55*	-56*	-88*	1.3*
CCOC(=O)c1nc2cc(C#N)ccn2c1C(C)=O	93	101	87	102	88	101	93	96	107
Cc1oc(-c2ccc(Cl)cc2)nc1C1=NN(C(=O)c2ccncc2)C(c2ccc(F)cc2)C1 (stereo not drawn)	99	90	61	54	119	84	75	72	93
COc1ccc(CN2CC(C#N)C(O)C2=O)cc1OC (stereo not drawn)	104	103	98	103	106	110	97	123	95
CCNC(=O)Oc1ccc(/C(=C(\C)c2ccc(Cl)cc2)c2ccc(OCCN3CCCCC3)cc2)cc1	33	80	39	49	84	42	x	84	65
CCOC(=O)c1c(C)[nH]c(C(=O)COC(=O)C(C)N2C(=O)C3CCCCC3C2=O)c1C (stereo not drawn)	106	110	93	x	108	101	83	111	110

Following part
Structure	U251	ACHN	UO-31	RXF 393	TK-10	786-0	CAKI-1	A498	SN12C
N#Cc1c(-c2ccco2)nc(N2N=C(c3ccccc3)CC2c2ccccc2)[nH]c1=O (stereo not drawn)	102	104	74	124	127	95	x	101	105
COc1cccc(-c2nonc2NC(=O)c2ccccc2F)c1	98	107	93	102	116	93	96	91	102
CCCCN(CCCC)CCCN	95	101	93	109	105	100	94	111	102
O=C1/C(=C/c2ccccc2F)CNC/C1=C\c1ccccc1F	-85*	-49*	-90*	-86*	-4.9*	-93*	-52*	-39*	-51*
CCCSc1nc(Nc2ccc(S(N)(=O)=O)cc2)c(C#N)c(-c2cc(OC)c(OC)c(OC)c2)n1	27	12	2.5*	-2.5*	50	42	26	81	20
O=c1/c(=C/C2=Cc3ccccc3OC2)sc2nc3ccccc3n12	98	101	94	103	x	94	91	94	94
O=C(NNc1nc2cc(F)ccc2n2c(CN3CCOCC3)ccc12)c1ccccc1	-35*	8.0*	12	-0.2*	46	6.3*	7.5*	-22*	10
NS(=O)(=O)c1ccc(CCn2c(SCC(=O)N/N=C/c3ccccc3O)nc3ccccc3c2=O)cc1	27	87	70	47	70	42	60	22	51

Record cards (already shown). Order of values: U251 | ACHN | UO-31 | RXF 393 | TK-10 | 786-0 | CAKI-1 | A498 | SN12C
Shown for CC(C)C(O)C=O (stereo not drawn) : 101 | 109 | 95 | 112 | 98 | 102 | 107 | 107 | 99
Shown for O=C1/C(=C/c2cccs2)SC(=S)N1CC(=S)C1CCS(=O)(=O)C1 (stereo not drawn) : 64 | 109 | 83 | 103 | 122 | 109 | 85 | 120 | 86
Shown for COC(=O)CC[C@@H](C)[C@H]1CC[C@H]2C3CC[C@@H]4C[C@@H]5CC[C@]4(C)[C@@]3(O5)[C@H](Br)[C@@H](Br)[C@]12C (stereo partly drawn) : 89 | 97 | 94 | x | 98 | 93 | 80 | x | 98
Shown for Cc1cc(NC(=O)c2cccc(C(F)(F)F)c2)n(-c2nc(-c3ccc4c(c3)OCO4)cs2)n1 : 94 | 85 | 79 | 119 | 122 | 97 | 97 | 102 | 92
Shown for Cc1ccc(S(=O)(=O)NC(=O)CCC(=O)Nc2ccc(S(N)(=O)=O)cc2)cc1 : 102 | 105 | 89 | 130 | 92 | 101 | 97 | 101 | 101
